ATXN2 expr inh = reduces ATXN2 reporter expression in HEK-293 cells; HEK-293 ATXN2-luciferase reporter, luminescence, 24 h; Potency, µM (series often up to 57 µM), without a hit: at the top dose activity change, negative = inhibition, actives largely listed as inhibitors; 360,000 tested, 0.72% active; note: potency is the fitted concentration of half-maximal effect; % is set by controls: 0 for no effect and ±100 for the full control effect; nearly all actives have a fitted effect of over 55% in size
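qHTS (up to 57 uM final) was run with 24 h compound exposure of reporter cells at 37 °C. Each well was multiplexed: SteadyGlo luminescence measured ATXN2-luciferase expression after a fluorogenic Gly-Phe-AFC viability readout (25 uM final).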
A549 tox = kills or reduces viability of A549 cells in Nrf2 counter-screen; 390,000 tested, 0.16% active; Potency, µM (titrated, usually from 46 µM), without a hit: at the top dose activity change, negative = cytotoxicity, actives largely listed as inhibitors; A549 ARE-Fluc cells, CellTiter-Fluor viability, 18-24 h; note: potency is the fitted concentration of half-maximal effect; % is set by controls: 0 for no effect and ±100 for the full control effect
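A549 ARE-Fluc cells in 5% FBS OPTI-MEM, 5000 cells/well, rested 2 h then exposed to compounds in concentration-response for 18-24 h at 37 °C. Viability by CellTiter-Fluor fluorescence (Ex 405/Em 525) after 30 min; luciferase luminescence (BugLite, 15 min, RT) read afterwards.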
HepG2 viability = counter-screen for TGF-b inhibitors: cytotoxicity in HepG2 cells. HepG2 CAGA-GFP viability, ATP luminescence, 18 h. Potency, µM (highest dose often 46.1 µM), inactives show at the highest dose activity change, negative = cytotoxicity, actives largely listed as cytotoxic. 410,000 tested, 0.76% active. AID 588856; note: potency is the fitted concentration of half-maximal effect; some results filed as inactive show a strong effect at the top dose
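CellTiter-Glo luminescence gave cytotoxicity after 18 hours at 37 degrees C. The cells were HepG2 CAGA-GFP in 1% FBS DMEM, stimulated with 500 pg/mL TGF-beta after compound addition. %Activity was normalised to no-cell wells (complete cell-killing) and DMSO (no toxicity), and curves were fitted and classified.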
TGFb inhibitor = blocks TGF-b signaling | HepG2 CAGA-GFP TGF-b/SMAD3 reporter, GFP fluorescence, 18 h; TGF-beta stimulated, 500 pg/mL final | Potency, µM (highest dose often 46.1 µM), inactives show at the top dose activity, negative = inhibition, usual class: inhibitors | 410,000 tested, 1.2% active | AID 588855; note: potency is the fitted concentration of half-maximal effect; % is set by controls: 0 for no effect and ±100 for the full control effect; nearly all actives have a fitted effect of over 65% in size
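Per well, imaged GFP fluorescence of HEPG2 CAGA-GFP cells gives the signal; cells get compound, then TGF-beta (500 pg/mL final), 18 h at 37 degrees C; %Activity versus -TGF-beta and +DMSO controls.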
Nrf2 block = blocks Nrf2 signaling. A549 ARE-Fluc reporter, luciferase luminescence, 18-24 h. Potency, µM (top dose mostly 46 µM), for inactives: top-dose activity change, negative = inhibition, actives largely listed as inhibitors. 360,000 tested, 2.1% active. AID 504444; note: potency is the fitted concentration of half-maximal effect; % is set by controls: 0 for no effect and ±100 for the full control effect; nearly all actives have a fitted effect of over 60% in size
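A549 ARE_Fluc cells (5000/well, 5% FBS OPTI-MEM) pre-incubated 2 h, then treated with compounds 18-24 h at 37C/5% CO2 in concentration-response. CellTiter-Fluor viability read first; BugLite luciferase luminescence after 15 min at room temperature gives Nrf2 activity.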
IL-2 act = activates IL-2 in a cell-based reporter assay. activation, % (series mostly up to about 46 µM). 360,000 tested, 0.065% active. AID 652025. IL-2 activation reporter assay, cell-based qHTS; stimulated with anti-CD3/CD4/CD28 beads; in transgenic mouse T cells; in the data active = activation above about 50%; inconclusive = mostly about 30% to 49%; note: 0% is about no effect
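Unstimulated transgenic mouse T cells, 750 per well, received compound and, after 60 minutes, anti-CD3/anti-CD4 bead plus anti-CD28 stimulation. EGFP and DsRed were quantified after 18 hours.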
EPAC2 agonist = activates human EPAC2 exchange factor. Q8WZA2. EPAC2 activation, biochemical qHTS; response scale: 100% = 6.5 mM cAMP response. Potency, µM (top dose mostly 154 µM), without a hit: top-dose activation, hits mostly activators. 360,000 tested, 0.079% active; note: potency is the fitted concentration of half-maximal effect; nearly all actives have a fitted effect of over 50% in size
Target sequence (Q8WZA2 whole entry, looked up): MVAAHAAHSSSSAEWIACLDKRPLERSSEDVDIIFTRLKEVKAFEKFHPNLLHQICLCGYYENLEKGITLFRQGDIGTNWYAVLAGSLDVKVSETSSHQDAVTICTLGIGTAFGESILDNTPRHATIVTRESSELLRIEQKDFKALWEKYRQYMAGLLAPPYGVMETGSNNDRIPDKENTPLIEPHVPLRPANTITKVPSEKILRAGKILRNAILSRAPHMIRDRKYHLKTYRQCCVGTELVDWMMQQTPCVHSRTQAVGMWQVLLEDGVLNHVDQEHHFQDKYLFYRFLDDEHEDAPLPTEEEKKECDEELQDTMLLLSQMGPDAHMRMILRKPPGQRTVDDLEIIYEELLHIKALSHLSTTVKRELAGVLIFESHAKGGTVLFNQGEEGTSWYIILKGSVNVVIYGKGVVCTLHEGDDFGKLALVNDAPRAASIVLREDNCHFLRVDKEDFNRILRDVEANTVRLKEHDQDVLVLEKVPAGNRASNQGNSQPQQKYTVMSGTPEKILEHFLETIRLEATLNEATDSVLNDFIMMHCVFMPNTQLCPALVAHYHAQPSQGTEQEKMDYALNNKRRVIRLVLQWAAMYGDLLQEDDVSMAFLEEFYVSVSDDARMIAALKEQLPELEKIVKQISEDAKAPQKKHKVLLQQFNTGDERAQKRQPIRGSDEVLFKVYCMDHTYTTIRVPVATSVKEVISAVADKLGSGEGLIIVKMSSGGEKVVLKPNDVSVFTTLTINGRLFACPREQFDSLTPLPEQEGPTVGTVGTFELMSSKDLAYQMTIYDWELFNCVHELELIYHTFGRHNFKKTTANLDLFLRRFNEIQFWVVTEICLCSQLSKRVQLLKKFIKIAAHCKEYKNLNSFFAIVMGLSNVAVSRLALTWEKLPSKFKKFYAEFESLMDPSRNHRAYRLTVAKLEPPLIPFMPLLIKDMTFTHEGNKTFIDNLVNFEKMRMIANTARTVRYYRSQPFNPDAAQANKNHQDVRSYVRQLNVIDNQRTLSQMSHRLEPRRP
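Setup: EPAC2 100 nM, labeled Rap1B complex 250 nM, free GDP 50 uM. Compound titrations pinned in, brief spin, 5 min room temperature incubation. Kinetic fluorescence read over 30 min, normalized to 6.5 mM cAMP.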
S2 tox = cell viability loss in ATXN counter-screen. S2 cells (HEK-293 line with an ATXN2-luciferase reporter) viability, CellTiter-Fluor protease fluorescence, 24 h. Potency, µM (doses to about 56.7 µM), hits mostly cytotoxic. 400,000 tested, 0.49% active. AID 651635; note: potency is the fitted concentration of half-maximal effect; nearly all actives have a fitted effect of over 40% in size
Nrf2 activator = activators of Nrf2 (ARE) signaling. AREc32 ARE-luciferase reporter (MCF7-derived line), luminescence, 24 h. 410,000 tested, 0.31% active. AID 624171. Potency, µM (series often up to 46.1 µM), for the others: at the top dose activation, hits mostly activators; note: potency is the fitted concentration of half-maximal effect; % of control where 0% means no effect; nearly all actives have a fitted effect of over 65% in size
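Cells of the AREc32 ARE-luciferase line are plated in OPTI-MEM containing 5% FBS and left overnight at 37 deg C. Compounds are pinned in, incubation continues 24 hr, and firefly luciferase signal is then measured.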
* marks the source's active call; other numbers are inactive results; i = inactive; ? = inconclusive; nt = not tested or not shown; & = joins results of further samples; [ ] = remark or other dose. Unless noted, calls come from the whole dose curve; as a rule, active = well fitted curve in the direction sought with a large enough effect; inconclusive = small, poorly fitted or top-dose-only effect, or another doubt; inactive = no such curve, though single readings can be large; an effect the other way counts as inactive or inconclusive.

A first look, 2 compounds:
SMILES | ATXN2 expr inh | A549 tox | HepG2 viability | TGFb inhibitor | Nrf2 block | IL-2 act | EPAC2 agonist | S2 tox | Nrf2 activator
CCOC(=O)/C(C#N)=C1/SC(C)C(=O)N1c1ccc(Br)cc1 (centres undefined) | 2% | 1% | -18% | 0% | 3% | -0.6 | 7% | i | -0.1%
COc1ccc(-c2nn(Cc3ccccc3)cc2C(=O)N2CCN(c3ccccn3)CC2)cc1OC | 28% | -12% | -31% | -8% | -12% | -0.6 | -5% | i | 0.1%

Main list, previewed entries included:
SMILES | ATXN2 expr inh | A549 tox | HepG2 viability | TGFb inhibitor | Nrf2 block | IL-2 act | EPAC2 agonist | S2 tox | Nrf2 activator
CCOC(=O)/C(C#N)=C1/SC(C)C(=O)N1c1ccc(Br)cc1 (centres undefined) | 2% | 1% | -18% | 0% | 3% | -0.6 | 7% | i | -0.1%
COc1ccc(-c2nn(Cc3ccccc3)cc2C(=O)N2CCN(c3ccccn3)CC2)cc1OC | 28% | -12% | -31% | -8% | -12% | -0.6 | -5% | i | 0.1%
Cc1nc2ccccc2c(=O)n1NS(C)(=O)=O | 17% | 2% | 8% | -7% | nt | -3.8 | 10% | i | -0.7%
Cc1ccc(S(=O)(=O)N(Cc2ccc([N+](=O)[O-])cc2)C(=O)N2CCN(C)CC2)cc1 | 3% | 3% | 0% | 6% | ? | -2.8 | -1% | i | -0.8%
CC(=O)Nc1ccc(OCC(=O)c2ccc(C)cc2C)cc1 | 4% | -1% | -30% | 2% | ? | -0.1 | 13% | i | -0.7%
CCCCc1c(C(=O)O)cc(OC)cc1C(=O)O | -2% | -5% | 0% | 9% | ? | -2.5 | -1% | i | -0.1%
COc1ccnc2c1c(=O)n(Cc1ccccc1Cl)c(=O)n2C | nt | 1% | 0% | 5% | 5% | -1.1 | 15% | i | -0.1%
O=C(CN1C(=O)NC2(CCCCC2)C1=O)NCCC1=CCCCC1 | 34% | 4% | 2% | -13% | 7% | 3.9 | 11% | i | 0.1%
CCOc1cccc(CN2CCCC(C(=O)c3cc(Cl)ccc3OC)C2)c1O (centres undefined) | -27% | 6% | -34% | -8% | 0% | -3.4 | 11% | i | -0.1%
O=C(C[n+]1cccc(NC(=O)c2ccccc2)c1)c1cccc([N+](=O)[O-])c1 | -8% | 2% | -6% | -1% | ? | -0.9 | 0% | i | 0.3%
C#Cc1ccc([C@@H]2C=C(C(=O)O)O[C@H](OCc3ccc(CO)cc3)C2)cc1 | 5% | 10% | 1% | 3% | 8% | -0.2 | 10% | i | 0.3%
CCOc1ccc(C(C)=O)cc1COC(=O)CCc1cc(OC)c(OC)c(OC)c1 | -11% | -10% | -2% | -4% | -12% | 1.5 | -2% | i | -0.6%
CCOC(=O)Cc1c(C)nc(-c2ccccc2)[nH]c1=O | -8% | -2% | -3% | 9% | -22% | -0.5 | 8% | i | -0.1%
Cc1cc(C(F)(F)F)nn1CCCNC(=O)c1cnccn1 | 5% | 1% | 31% | -1% | 2% | 2.5 | -3% | i | -0.1%
CC(=O)c1cccc(NC(=O)c2ccc3c(c2)CCN3S(=O)(=O)c2ccccc2)c1 | -8% | -3%&-7% | -21%&-15% | -16%&33% | ? | -0.9 | 13% | ? | 4.4%&7.1%
CC(C)c1ccc(Nc2sc(C(=O)c3ccccc3)c(N)c2S(=O)(=O)c2ccccc2)cc1 | 15% | -6% | -2% | -2% | nt | nt | nt | ? | -0.6%
CC1(c2nnc(-c3ccncc3)o2)CC(c2ccc(F)cc2)=NO1 (centres undefined) | -17% | -1% | -31% | 3% | -2% | -0.3 | -1% | i | 4.8%
O=C(NC1CC2CCCC(C1)N2Cc1cccs1)N1CCOCC1 (centres undefined) | 54%[activator] | 1% | 9% | -12% | 5% | -2.1 | -1% | i | -0.8%
O=C(CCc1nnc2ccc(NCc3ccco3)nn12)Nc1ccc(F)cc1F | nt | 2% | -17% | ? | -9% | 1.0 | -4% | i | 2.6%
CC(C)(C)c1ccc(N2C(=O)CC(c3ccccc3)C2=O)cc1 (centres undefined) | 8% | 2% | -3% | 0% | -9% | -3.0 | -1% | i | -0.7%
N#C/C(C(=O)N1CCOCC1)=c1/s/c(=C\c2ccccn2)c(=O)n1-c1ccccc1 | -33% | -15% | -3% | -3% | -9% | 2.1 | 4% | ? | 1.9%
CN1CCc2nc(SCc3ccc(Cl)cc3)c(C#N)c(-c3cccs3)c2C1 | ? | 17% | -106% | ? | -9% | -0.1 | 17% | ? | 0.3%
O=C(Nc1cccc2cccnc12)c1cccc(N2C(=O)CCC2=O)c1 | -1% | 1% | 2% | 4% | -10% | 0.1 | 5% | ? | 0.2%
CCOc1cccc(C2c3c(oc4ccc(F)cc4c3=O)C(=O)N2CCc2ccc(OC)cc2)c1 (centres undefined) | 13% | -9% | -10% | -6% | 8% | nt | nt | ? | -1.2%
CC1CN(S(=O)(=O)c2ccc(C(=O)Nc3ccccc3F)cc2)CC(C)O1 (centres undefined) | -10% | 4% | 2% | 0% | ? | -0.7 | 4% | i | -0.2%
Next section:
SMILES | ATXN2 expr inh | A549 tox | HepG2 viability | TGFb inhibitor | Nrf2 block | IL-2 act | EPAC2 agonist | S2 tox | Nrf2 activator
CCc1nc2ccccc2c(C(=O)NCc2ccc(OC)cc2)c1C | 3% | 9% | -20% | -9% | 19% | 0.3 | 5% | i | 0.5%
Cc1ccc(OCCCC(=O)NC(C)c2ccccc2)c(C)c1 (centres undefined) | nt | -2% | -13% | -5% | -9% | 1.5 | 8% | i | -0.1%
C/C(=N\NC(=O)c1ccccn1)C12CC3CC(CC(C3)C1)C2 | 57%[activator] | 0% | 2% | -9% | 3% | 7.0 | 4% | i | 0.6%
CCOC(=O)c1ccc2c(c1)N(CC(=O)N(C)c1ccccc1)C(=O)c1ccccc1S2 | -10% | -15% | -7% | -16% | nt | nt | nt | i | 6.1%
CC(C)C(C(=O)NCC1CCCO1)N(C(=O)CNS(=O)(=O)c1ccc(F)cc1)C1CCCCC1 (centres undefined) | 6% | -7% | -2% | 21% | 4% | 1.8 | -8% | i | -0.6%
Cc1ccccc1NC(=S)N(CCN1CCCCC1)Cc1ccco1 | 1% | -6% | 0% | -1% | 1% | -1.4 | -2% | i | -0.5%
CC1(C(=O)NS(=O)(=O)c2cccc(Cl)c2)CCN1C(=O)CC1CCCC1 (centres undefined) | 2% | nt | -3% | 1% | nt | 0.3 | 5% | i | -1.1%[9.22 µM]
C=CCNC(=O)COC(=O)COc1ccc(Cl)cc1 | 5% | -2% | 1% | 2% | 5% | -2.9 | -6% | i | 1.4%
CC1CCCC(C)N1C(=O)COC(=O)c1cc([N+](=O)[O-])ccc1N1CCOCC1 (centres undefined) | 0% | -17% | -12% | -2% | 14% | 2.5 | -5% | i | 3.2%
O=c1c2c(-c3cccc([N+](=O)[O-])c3)ccnc2[nH]n1-c1ccccc1 | 10% | 3% | -22% | -11% | 6% | -1.6 | 7% | i | 0.0%
COc1ccc(C(=O)NC(=S)Nc2cccc(Cl)c2N2CCOCC2)cc1[N+](=O)[O-] | -1% | 2% | -10% | 0% | ? | 1.6 | -11% | i | 2.8%
COc1ccc(CCC(=O)Nc2cc3c4c(c2)CC(=O)N4CCC3)cc1 | -3% | -3% | -5% | 1% | -22% | 1.9 | 12% | i | 0.2%
CCCC(=O)Nc1ccccc1C(=O)OCc1cc(=O)n2nc(C(C)C)sc2n1 | nt | 7% | 1% | -2% | nt | nt | nt | nt | -0.6%
CCOC(=O)N/N=C\c1ccc(OC(=O)c2ccc3c(c2)OCO3)cc1 | 24% | 1% | 2% | 13% | -2% | -0.5 | -3% | i | 1.1%
CC(C)C[C@@H](CO)N1CCNCCC1=O | 3% | 0% | 17%&6% | 12%&7% | -4% | 1.1 | 6% | i | 0.0%
O=S(=O)(c1cc(F)cc(F)c1)N1CCN(c2ncccn2)CC1 | -2% | -6% | -22% | 0% | -14% | -0.3 | -17% | i | -0.1%
CCOC(=O)CNC(=O)Nc1cccc(Cl)c1C | -3% | 6% | -14% | -7% | 7% | 0.1 | 2% | i | -0.2%
COc1ccc(NC(=O)C2CCN(c3cc(C)nc4c(-c5ccc(Cl)cc5)c(C)nn34)CC2)cc1 | 5% | -9% | -14% | -3% | 3% | nt | nt | i | -0.1%
N#Cc1ccc(CN2CCN(C(=O)c3cc(Cl)c4c(c3)OCCO4)CC2)cc1 | nt | -7% | -42% | ? | ? | -0.6 | 3% | nt | 1.9%
C=CCNS(=O)(=O)c1ccc(C(=O)OCc2cc(=O)oc3cc(OC)ccc23)cc1 | -3% | 7% | -25% | ? | 5% | -1.2 | 0% | i | 0.0%
Cc1ccc(NNC(=O)Nc2ccc(Cl)cc2)nn1 | 3% | 2% | 3% | -11% | 23% | 1.2 | 6% | i | -0.6%
COc1ccccc1NC(=O)c1c(NCc2ccc(OC)c(OC)c2OC)sc2c1CCC2 | -5% | 1% | -23% | 3% | nt | nt | nt | i | 7.4%
O=C(CN1C2CCC1CC(NC(=O)Nc1ccccc1)C2)NCc1ccco1 (centres undefined) | -1% | 8% | -23% | -7% | 2% | 1.4 | 13% | i | -0.3%
CC(C)CN(C(=O)CN1CCN(c2ccccc2O)CC1)c1c(N)n(CC(C)C)c(=O)[nH]c1=O | 0% | 1% | 2% | -3% | 5% | -0.5 | -3% | i | 0.2%
COc1ccc(/C=N\NC(=O)c2ccccc2OC)cc1COc1c(F)c(F)c(F)c(F)c1F | -13% | 2% | -24% | ? | ? | -1.2 | -3% | i | 5.5%
CC(=O)c1cc2c(cc1NS(=O)(=O)c1ccc(C)cc1)OCO2 | 9% | 3% | -4% | 44%[activator] | nt | -1.5 | 9% | i | -0.3%

High-throughput results (PubChem BioAssay)

Not a hit list; any-hit rate near 4.3%.
